Screening data as filed in PubChem BioAssay.
AID inh: inhibitors of human activation induced cytidine deaminase; Q9GZX7; 91,000 compounds, 0.32% hits; AID 1347428; AID deamination FRET fluorescence, UDG-coupled, 4 h; Potency, µM (series often up to 115 µM), inactives show top-dose activity change, negative = inhibition, hits mostly inhibitors; note: nearly all actives have a fitted effect of over 25% in size
Target sequence (Q9GZX7 whole entry, looked up): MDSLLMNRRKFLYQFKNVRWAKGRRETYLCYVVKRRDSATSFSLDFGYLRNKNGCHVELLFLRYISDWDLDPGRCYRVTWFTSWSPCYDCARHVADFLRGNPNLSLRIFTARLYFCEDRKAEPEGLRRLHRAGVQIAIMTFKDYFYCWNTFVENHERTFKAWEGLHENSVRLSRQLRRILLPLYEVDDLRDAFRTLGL
UDG counterscr: counter-screen for AID inhibitors: uracil-DNA glycosylase inhibition; FRET deamination/UDG coupled assay, UDG read, 4 h; Potency, µM (doses to about 115 µM), without a hit: at the highest dose activity change, negative = inhibition, most hits filed as inhibitors; AID 1347430; 91,000 compounds, 0.14% hits; note: nearly all actives have a fitted effect of over 65% in size
Active calls of the source: *; ? = inconclusive; [ ] = remark or other dose. Calls come from the whole dose curve; as a rule, active = well fitted curve in the direction sought with a large enough effect; inconclusive = small, poorly fitted or top-dose-only effect, or another doubt; inactive = no such curve, though single readings can be large; an effect the other way counts as inactive or inconclusive. % is set by controls: 0 for no effect and ±100 for the full control effect; potency is the fitted concentration of half-maximal effect.

Results follow in this order: AID inh	UDG counterscr
1	O=C(Nc1ccc(CC23CC4CC(CC(C4)C2)C3)cc1)c1ccc(F)cc1
  6%	-8%
2	CCc1nc2ccccc2n1CCCCOc1cccc(C)c1
  ?	-19%[57.5 µM]
3	O=C(c1cc2ccccc2oc1=O)N(Cc1ccc(C(F)(F)F)cc1)C1CC1
  -9%	-8%
4	CCOC(=O)C1CCN(S(=O)(=O)c2ccc(N3CCCCS3(=O)=O)cc2)CC1
  -5%	9%
5	CC(C)CCN1NC2(CCC(C(C)(C)C)CC2)NC1=S (centres undefined)
  -14%	-7%
6	Cc1cccc(N/N=C/c2ccc(C#N)cc2)c1
  1%	-1%
7	N#Cc1nc(COc2cccc(Cl)c2)oc1N1CCCCC1
  -17%	-8%
8	CCCCOc1ccc2c(=O)c(-c3ccc4c(c3)OCCCO4)c(C)oc2c1
  -16%	-11%
9	Cc1cccc(N2CCN(C(=O)CN3C(=O)COc4ccc(S(=O)(=O)N5CCOCC5)cc43)CC2)c1C
  -15%	7%
10	CC(C)c1nc(N(C)CCO)c(C#N)c2c1CCCC2
  -11%	-6%
11	CCC1CCCCN1CCCNC(=O)c1cc2c(=O)n(CC)c3ccccc3c2s1 (centres undefined)
  3%	-8%
12	CCOc1ccc(NC(=O)Cn2c(=O)n(CCCCC(=O)NCc3ccc4c(c3)OCO4)c(=O)c3ccccc32)cc1
  13%	3%
13	COc1cc(-c2nc3ccccc3s2)ccc1OC(C)C
  -15%	-6%
14	CC(=O)C1=C(c2ccccc2)N(C(C)=O)n2c(nnc2C2CCCCC2)S1
  60%[activator]	-4%
15	Cc1ccc2nc(-c3ccsc3)c(Nc3ccccc3C)n2c1
  -6%	-7%
16	O=C(CSCc1ccccn1)N(Cc1ccsc1)C1CC1
  10%	0%
17	COc1ccc(OC)c(NC(=O)COC(=O)c2sccc2C)c1
  -9%	4%
18	COc1cccc2cc(C(=O)NCCc3c(C)[nH]c4ccccc34)c(=O)oc12
  7%	-6%
19	Nc1nccnc1C(=O)Nc1cccc(/C=C/c2ccccn2)c1
  -8%	-11%
20	CSc1cccc(NC(=O)/C=C/c2cccs2)c1
  -7%	-6%

Exported tab-delimited: part of the list above.
cpd	Structure	AID inh	UDG counterscr
17	COc1ccc(OC)c(NC(=O)COC(=O)c2sccc2C)c1	-9%	4%
18	COc1cccc2cc(C(=O)NCCc3c(C)[nH]c4ccccc34)c(=O)oc12	7%	-6%
19	Nc1nccnc1C(=O)Nc1cccc(/C=C/c2ccccn2)c1	-8%	-11%

Further compounds
Results follow in this order: AID inh	UDG counterscr
21	CCCCNC(=O)CCn1c(=O)c2ccccc2n(Cc2cccc(Cl)c2)c1=O
  3%	-14%
22	COc1ccc(-c2nc3scc(CCNC(=O)c4cc(OC)cc(OC)c4)n3n2)cc1
  1%[57.5 µM]	-4%[57.5 µM]
23	CCC1CN(CC(=O)Nc2ccc(NC(C)=O)cc2)c2ccccc2S1 (centres undefined)
  13%	1%
24	O=C(COc1coc(CN2CCCCC2)cc1=O)NCc1ccccc1
  -11%	-8%
25	O=S(=O)(NC(c1ccccc1)c1cccs1)c1ccccc1 (centres undefined)
  -6%	-6%
26	Cn1c(=O)c(=O)n(C)c2cc(NS(=O)(=O)c3ccc(Br)cc3)c(Cl)cc21
  19%	-1%
27	CCOc1ccc(N2CC(c3nc4ccccc4n3CC(C)C)CC2=O)cc1 (centres undefined)
  -4%	4%
28	CC(C)=CC(=O)Nc1cccc(OCc2ccc(F)cc2)c1
  -12%	-10%
29	COCCCNC(=O)CCCN1C(=O)CCn2nc(-c3cn(C)c4ccccc34)cc21
  35%[activator]	13%
30	Cn1cc(C(=O)N2CCN(S(=O)(=O)c3cccc(F)c3)CC2)c2ccccc21
  -4%	1%

Whole records as entered above. Values in the order: AID inh | UDG counterscr
COc1ccc(-c2nc3scc(CCNC(=O)c4cc(OC)cc(OC)c4)n3n2)cc1 is listed as 1%[57.5 µM] | -4%[57.5 µM]
CCC1CN(CC(=O)Nc2ccc(NC(C)=O)cc2)c2ccccc2S1 (centres undefined) is listed as 13% | 1%

The results go on.
Results follow in this order: AID inh	UDG counterscr
31	COc1ccc(CNC(=O)CCc2c(C)nc3cc(-c4ccc(OC)cc4OC)nn3c2C)cc1
  3%	-2%
32	Cc1cc(Cl)ccc1NC(=O)CN1C(=O)COc2ccc(S(=O)(=O)N3CCC(C)CC3)cc21
  6%	-4%[57.5 µM]
33	Cc1cc(C)cc(NC(=O)Cn2nnc(C(=O)NCCc3ccccc3)c2N)c1
  0%	0%
34	O=C(CCC1N=C2c3ccccc3N=C(SCC(=O)Nc3ccccc3F)N2C1=O)NCc1ccco1 (centres undefined)
  31%[activator]	3%
35	O=C(C=C(Sc1ccccc1)Sc1ccccc1)C(F)(F)F
  -6%	2%
36	CC(=O)Nc1ccc(-c2csc(Nc3cc(C)ccc3C)n2)cc1
  -18%	?
37	C=C(C)Cn1c(-n2nc(C)c(C)c2C)nc2c1c(=O)n(CCN1CCOCC1)c(=O)n2C
  -10%	-10%
38	CC(C)Oc1ccc(CNC(=O)c2ccc(CN3CC(=O)N4CCCCC4C3=O)cc2)cc1 (centres undefined)
  12%	-11%
39	Cc1cc(C)c(NC(=O)Cn2c(=O)n(CCCCC(=O)NCc3ccccc3Cl)c(=O)c3ccccc32)c(C)c1
  10%	-6%
40	CCCn1c(=O)[nH]c(=O)c2c1nc(-c1ccc(OCCC(C)C)cc1)n2CCOC
  12%	13%
41	CCc1c(C)sc(NC(=O)c2ccc3c(c2)OCO3)c1C(=O)OC(C)C
  -6%	-9%
42	Cc1ccc(C2CC(=O)N(Cc3ccccc3F)c3c2c(C)nn3-c2nc(C)cc(C)n2)cc1 (centres undefined)
  -6%	8%
43	COC(=O)CNC(=O)C1(c2ccccc2)CCC1
  -6%	-11%
44	Fc1ccc(NC(=S)NCCSc2ccc(Cl)cc2)cc1Cl
  -10%	-8%
45	Cc1cc(C)c2cc(C(=O)OC(C)C(=O)N3CCCCCC3)[nH]c2c1 (centres undefined)
  -6%	-8%
46	COc1cccc(-n2c(SCC(=O)Nc3ccc(F)cc3F)nc3c([nH]c4ccccc43)c2=O)c1
  10%	1%
47	Cc1cc(CSc2nnc(-c3cccnc3)n2C)no1
  14%	5%
48	CCOC(=O)c1c(C)[nH]c(C)c1S(=O)(=O)NCC(=O)Nc1cccc(SC)c1
  12%	-4%
49	Cc1cc(/C=C(/C#N)c2nc3ccccc3[nH]2)cc(C)c1O
  0%	-10%
50	Cc1ccc(CCNC(=O)c2ccc(CN3C(=O)CSc4ncccc43)cc2)cc1
  -12%	-3%
51	Cc1cc(Cl)ccc1N(CC(=O)NCCN1CCOCC1)S(=O)(=O)c1ccccc1
  0%	-3%
52	Cc1ccc2c(c1)C(=O)C(=O)N2Cc1ccc(OC(C)C)cc1
  ?	-11%
53	CCn1nc(C)c2c(-c3ccccc3)cc(OC(C)C(=O)Nc3cccc(F)c3)nc21 (centres undefined)
  -12%	-18%
54	CC(=O)Nc1cccc(NC(=O)c2ccc3[nH]c(C)c(C)c3c2)c1
  2%	-1%
55	COc1ccc(N2C(=O)CS(=O)(=O)C23C(=O)N(Cc2cccc(F)c2)c2ccccc23)cc1OC (centres undefined)
  14%	-1%
56	Cc1cccc(NC(=O)C(C)n2cnc3c2c(=O)n(C)c(=O)n3C)c1 (centres undefined)
  -4%	3%
57	O=C(CCS(=O)CCC(=O)NCCc1ccccc1)NCCc1ccccc1
  -2%	0%
58	CC1=C(C(=O)NCCc2ccc(Cl)cc2)C2(CCCCC2)OC1=O
  6%	-3%
59	N#CC1(C#N)CC1(C#N)C(N)=O (centres undefined)
  11%	-4%
60	CCOC(=O)c1ccccc1NC(=O)CSc1nc2ccncc2[nH]1
  6%	13%

Ordered by the number under AID inh (highest first): three of the compounds above.
| # | mol | AID inh |
| --- | --- | --- |
| 60 | CCOC(=O)c1ccccc1NC(=O)CSc1nc2ccncc2[nH]1 | 6% |
| 51 | Cc1cc(Cl)ccc1N(CC(=O)NCCN1CCOCC1)S(=O)(=O)c1ccccc1 | 0% |
| 57 | O=C(CCS(=O)CCC(=O)NCCc1ccccc1)NCCc1ccccc1 | -2% |

The listing continues.
Results follow in this order: AID inh	UDG counterscr
61	CCc1ccc(/C=C2\N=C(SC)SC2=O)cc1
  -1%	-7%
62	C[C@@H](CN1CCC(Cc2ccccc2)CC1)[C@@H](O)c1ccc(O)cc1
  -12%	-9%
63	O=C(NC1CC1)C(Sc1cccc(C(F)(F)F)c1)c1ccccc1 (centres undefined)
  -6%	-5%
64	N#Cc1cccnc1NCC(CO)Cc1ccccc1 (centres undefined)
  -11%	-6%
65	CCCCN1CCN(C(=O)c2cc(-c3ccncc3)nc3c(C)c(C)ccc23)CC1
  -11%	-1%
66	CCC1CCc2c(sc(NC(=O)C3c4ccccc4Oc4ccccc43)c2C(=O)OC)C1 (centres undefined)
  ?	?
67	CCc1cc(=O)oc2c3c(c(Cl)cc12)OCN(Cc1cccc(OC)c1)C3
  -9%	26%
68	O=C(NC1CCSC1=O)c1cc2ccccc2o1 (centres undefined)
  -1%	6%
69	O=C(c1cc2occc2n1Cc1ccccc1F)N1CCSCC1
  -18%	-3%
70	Cc1ccc(C)c(N2CCN(C(=O)Cn3cnc(S(=O)(=O)N4CCOCC4)c3)CC2)c1
  -15%	-3%
71	COc1ccc(/C=C\C(=O)NC2CC(=O)N(c3ccccc3)C2)cc1OC (centres undefined)
  -7%	6%
72	CN(C)CC(=O)N1CCN(C(=O)C=C(C2CC2)C2CC2)CC1
  -4%	1%
73	Cc1ccc(C)c(-n2ncc3c(NNC(=O)C4CCCCC4)ncnc32)c1
  -9%	-17%
74	O=C(NCc1cccc(F)c1)c1ccc(-n2cnc3cccnc32)cc1
  -7%	-18%
75	O=[N+]([O-])c1ccccc1S(=O)(=O)Nc1ccccc1-n1cccn1
  -4%	-14%
76	Cc1nc(-c2ccccc2)sc1C(=O)N1CCN(Cc2ccc(C#N)cc2)CC1
  -7%	-7%
77	Cc1ccc(-n2ncc(C(=O)NCCCN3CCc4ccccc4C3)c2C2CCN(C(=O)OC(C)(C)C)CC2)cc1C
  -30%	36%[activator]
78	CCOc1ccccc1NC(=O)C(=O)c1c[nH]c2c(CC)cccc12
  -1%	-5%
79	COc1cc2ncn(CCC(=O)N3CCCCCC3)c(=O)c2cc1OC
  0%	-9%
80	Cc1cc(NC(=O)c2ccc(NC(=O)C3=CSCCO3)cc2)ccc1Br
  0%	7%
81	CCn1nc(C(=O)Nc2cc(S(=O)(=O)N(C)C)ccc2C)c2ccccc2c1=O
  3%	5%
82	COc1ccc(C(=O)/C=C/c2ccc(OCC#N)c(OC)c2)cc1OC
  -22%	-1%
83	N#Cc1c(N)n[nH]c1CCCNC(=O)NC1CCCc2ccccc21 (centres undefined)
  -2%	0%
84	CC(C)Nc1ccc(-c2nc(-c3ccco3)no2)cc1[N+](=O)[O-]
  25%	-13%
85	Cn1c(=O)c2c(nc(SCCN3CCCCC3)n2Cc2ccc(Cl)cc2)n(C)c1=O
  -13%	-5%
86	O=C(Nc1ccccc1)c1sc(NCCc2ccccc2)nc1-c1ccc([N+](=O)[O-])cc1
  -1%	3%
87	Cc1cc(NC(=O)CS(=O)(=O)c2ccc(C(C)(C)C)cc2)no1
  -9%	-11%
88	CCOC(=O)Cc1c(C)nc2c(-c3ccc(Cl)cc3)c(C(F)(F)F)nn2c1C
  -3%	?
89	Cn1nnc2c(N3CCN(c4ccccc4F)CC3)ncnc21
  -20%	6%
90	Cc1ccc(Cl)cc1NC(=O)Cc1ccc(-n2c(C)nc3cccnc32)cc1
  0%	25%
91	Cc1cc(C)c(NC(=O)Cn2c(=O)n(CC(=O)NCc3ccccc3Cl)c(=O)c3sccc32)c(C)c1
  -9%	-17%
92	CCc1ccc(NC(=O)CCCn2nc(C)c3c(C)n(-c4ccccc4)nc3c2=O)cc1
  -7%	8%
93	Cc1ccccc1C(=O)N1CCN(c2oc(-c3ccc(F)cc3)nc2C#N)CC1
  -11%	-10%
94	COc1ccc(CNc2nc3c(c(=O)n(C)c(=O)n3C)n2Cc2ccccc2Cl)cc1
  1%	-2%
95	O=C(O)CSCC(=O)c1c[nH]c2ccccc12
  1%	-8%
96	CCc1nc2sc(-c3ccncc3)c(N)c2cc1C
  -7%	-13%
97	CNC(=O)c1cc(=O)n(CC(=O)Nc2cccc(C#N)c2)c2ccccc12
  8%	1%
98	Cc1cc(C)c(S(=O)(=O)n2cc3c(=O)n(C)c(=O)n(C)c3n2)cc1C
  2%	-2%
99	CCc1c(-c2ccccc2)nc2ccccc2c1C(=O)NC(C)c1ccccc1 (centres undefined)
  ?	-19%
100	CC(=O)Nc1ccc(NC(=O)Cn2c(=O)ccc3cc(S(=O)(=O)N4CCC(C)CC4)ccc32)cc1
  -3%	2%
101	Nc1nnnn1NCc1cc(Br)ccc1OCc1ccccc1
  -11%	-8%
102	O/N=C1\CCOc2ccccc21
  0%	-5%
103	CC(NC(=O)c1n[nH]c(=O)c2ccccc12)c1ccc(F)cc1F (centres undefined)
  3%	-8%
104	COc1cccc(N2CCN(C(=O)c3c4c(nc5ccccc35)C(=O)N(C3CCCCC3)C4)CC2)c1
  -26%	1%
105	Cc1ccc2c(CN3CCN(CCO)CC3)cc(=O)oc2c1
  3%	5%
106	Cc1cc(C)c2oc(C(=O)NCC(c3ccc(C)o3)N(C)C)cc(=O)c2c1 (centres undefined)
  2%	-10%
107	COc1nn(C)c2nc(C)c(CCC(=O)NC(C)C(C)C)c(C)c12 (centres undefined)
  1%	-8%
108	Cc1ccc(-n2nc(C(=O)NC(C)C)c(=O)n(C)c2=O)cc1
  -6%	-11%
109	CCC(C)C(=O)NCC(OC)c1ccccc1 (centres undefined)
  -1%	-3%
110	COc1ccc(-n2c(/C=C/c3cccc(C(F)(F)F)c3)nc3ccccc3c2=O)cc1Cl
  -9%	25%

Not all compounds are listed; count on the stated rates, not on these rows.
